Source: PubChem
Myeloid diff MLP – induction of myeloid progenitor differentiation, primary screen, cell-based, flow cytometry, MLPCN library | ER-HoxA9 myeloid progenitors, lysozyme-GFP differentiation | 360,000 tested, 1% active | AID 624256, 2012 | calls only at 10 µM;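 active = normalized GFP-positive differentiation at or above the plate's own cutoff, the solvent-only control mean plus 3 SD; inconclusive = no clear call, values can overlap the other calls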;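 also: cells exposed to compound for four days before flow analysis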
Myeloid diff MLP GFP+ MAC1+ % – also measured in Myeloid diff MLP; calls as there; GFP+ MAC1+ double positive, %; measured here: differentiation confirmed by MAC1 staining
* marks the source's active call; other numbers are inactive results; i = inactive; ? = inconclusive; . = not tested or not shown; + = active, no number.

Each structure is followed by: Myeloid diff MLP | Myeloid diff MLP GFP+ MAC1+ %
- CN1CCN(C(=O)c2ccc(NS(=O)(=O)c3cccc([N+](=O)[O-])c3)cc2)CC1
    i | 1.8
- CC1(Oc2ccc(Cl)cc2)CCN(Cc2ccc(OC(F)(F)F)cc2)C1 (centres undefined)
    i | 1.2
- Cc1cc(NC(=O)COC(=O)COc2ccc(Cl)c(C)c2)no1
    i | 1.0
- O=C1NC[C@@H](CCCCN2CCN(Cc3ccccc3)C(=O)C2=O)N(Cc2ccccc2)C1=O
    i | 1.1
- c1ccc(OCCNc2nc(NCC3CC3)nc3ccsc23)cc1
    i | 1.0
- N#Cc1ccc(NC(=O)COC(=O)c2cccc(S(=O)(=O)N3CCCC3)c2)cc1
    i | 0.7
- COc1ccc(C(=O)Nc2cccc(/C=C(/CCC(=O)O)c3nc4ccccc4s3)c2)cc1
    i | 1.1
- O=C(CCNC(=O)c1ccc([N+](=O)[O-])cc1)NC1CCCCC1
    i | 0.3
- CCOC(=O)C1=CCC2C(=O)N(C)C(=O)C12 (centres undefined)
    i | 1.4
- OC(c1ccccn1)C(O)c1ccccn1 (centres undefined)
    i | 1.5
- Cc1ccc(OCCCC(=O)N(C)CC(=O)Nc2c(C)cccc2C)cc1
    i | 0.9
- COCCNC(=O)C1CCCN(Cc2ccccc2)CC1 (centres undefined)
    i | 0.7
- CCOC(=O)[C@]12CCC=C1N(Cc1ccc(Cl)cc1Cl)C(=O)[C@H](CC(=O)NCc1cccs1)C2
    i | 0.8
- CN(Cc1ccccc1)C(=O)c1ccc(NC(=O)Cc2ccc(NC(=O)C3CCN(C(=O)C4CCCCC4)CC3)cc2)cc1
    i | 0.4
- OCCn1cnc2c(SCc3ccccc3)ncnc21
    i | 0.8
- Cc1cc(C)c2c(=O)n3c(nc2c1)C(CC(C)C)NC(=O)c1cc2ccccc2cc1-3 (centres undefined)
    i | 2.2
- Cc1ccc(Cc2c(-c3cccc(Br)c3)nc3ccc(Br)cn23)cc1
    i | 1.1
- O=C(CSc1nnc(-c2cccc(Br)c2)o1)NCC1CCCO1 (centres undefined)
    i | 1.2
- CC(C)n1nnnc1C1c2ccccc2C(=O)N1Cc1ccccc1 (centres undefined)
    ? | .
- N#Cc1cccc(OCCCN2CCC(C(O)(c3ccccc3)c3ccccc3)CC2)c1
    i | 1.0
- CC(O)(c1cccc(F)c1)c1nc(-c2ccoc2)cs1 (centres undefined)
    i | 0.9
- CC(=O)NCCNC(=O)C1Cc2c(-c3cccc(NC(C)=O)c3)ccnc2O1 (centres undefined)
    i | 1.0
- Cc1noc(C)c1NC(=O)N(C)C[C@@H]1Oc2ncc(Br)cc2C(=O)N([C@H](C)CO)C[C@@H]1C
    i | 1.1
- CCNC(=O)C1(C)CCCN(C(=O)c2ccc3ccccc3n2)C1 (centres undefined)
    i | 0.7
- O=C(NC1CCCC1)C1C(c2ccc(C(F)(F)F)cc2)=Nc2ccccc2N1C(=O)c1ccco1 (centres undefined)
    i | 5.3
- CCC(=O)N1CCCC(C)(C(=O)Nc2ccc3scnc3c2)C1 (centres undefined)
    i | 0.8
- Nc1nc2c(ncn2[C@@H]2O[C@H](CNCc3ccc(F)c(N4CCOCC4)c3)[C@@H](O)[C@H]2O)c(=O)[nH]1
    i | 0.3
- O=C(NCc1ccc(F)cc1F)[C@@H]1CCCN1C(=O)[C@@H]1CCCN1C(=O)c1cccc(Cl)c1
    i | 0.5
- CC1Cc2nc(SCC(=O)N3CCCCC3)n(C)c(=O)c2S1 (centres undefined)
    i | 0.3
- O=S(=O)(Oc1ccccc1-c1ccccc1)c1ccccc1
    i | 0.8
- O=C(NC1CCCC1)C1C(c2ccccc2)=Nc2ccccc2N1C(=O)c1ccc(C(F)(F)F)cc1 (centres undefined)
    i | 2.8
- COCCN(C(=O)COC(=O)C12CC3CC(CC(O)(C3)C1)C2)c1c(N)n(Cc2ccccc2)c(=O)[nH]c1=O
    i | 0.9
- Cc1cc(C(=O)N2CCCC(CO)(Cc3ccc(F)cc3F)C2)nn1C (centres undefined)
    + | 14*
- O=C(COC(=O)c1ccc[nH]c1=O)Nc1cc(S(=O)(=O)N2CCCCCC2)ccc1Cl
    i | 0.4
- COc1ccccc1C(CNC(=O)c1ccc(C)c(S(=O)(=O)N2CCCCC2)c1)N1CCCC1 (centres undefined)
    i | 0.5
- Cc1cn(CC(=O)NCCNc2ccc([N+](=O)[O-])cn2)c(=O)[nH]c1=O
    i | 0.3
- CCC(C(=O)Nc1c(C)cccc1C)n1c(-c2ccc(=O)[nH]c2)nc2ccccc21 (centres undefined)
    i | 1.0
- CCCCN(C(=O)c1ccccc1Cl)C(CC(C)C)c1nc2ccccc2[nH]1 (centres undefined)
    i | 1.5
- COC(=O)c1cc(S(=O)(=O)Nc2cccc(-c3ccno3)c2)c[nH]1
    i | 0.5
- Cc1ccc(S(=O)(=O)N2C[C@@]3(O)Cn4c(=O)ccc(=O)n4C[C@@]3(OC(=O)NCC3CCCCC3)C2)cc1
    i | 1.7
- COc1ccc(C(=O)c2ccc(Cl)cc2)c(OC)c1OC
    i | 1.2
- COc1cccc(NC(=O)CN(C)C(=O)c2cccc(NS(=O)(=O)c3ccc(Br)cc3)c2)c1
    i | 0.8
- COc1ccc(-c2ccc(CN3C(C(C)C)C(=O)N(Cc4cn(Cc5ccco5)nn4)CCS3(=O)=O)cc2)cc1 (centres undefined)
    i | 0.7
- CC1=C(C(=O)N2CCOCC2)CC(CC(=O)NCCc2ccccn2)C(=O)N1Cc1ccc(F)cc1 (centres undefined)
    i | 0.4
- Cc1ccsc1C(=O)N1CCCC(C)(C(=O)NS(=O)(=O)C2CC2)C1 (centres undefined)
    i | 0.5
- CN(CCOc1ccccc1)Cc1ccccc1
    i | 0.8
- COc1ccccc1C1CC(=O)Oc2c(C(C)C)ccc(C)c21 (centres undefined)
    i | 2.4
- O=C(Nc1ccc(Cl)cc1)N[C@@H]1CC[C@H](CCNS(=O)(=O)c2ccccc2F)O[C@@H]1CO
    i | 0.7
- O=C(O)COc1ccc(Cl)cc1C1CCCCC1
    i | 1.0
- COC(=O)[C@]12CCCCC=C1N(Cc1ccccc1)C(=O)[C@H](CC(=O)NCC1CCCCC1)C2
    i | 0.7
- CN(C)c1ncnc2c1nnn2C1OC(CO)C(O)C1O (centres undefined)
    ? | .
- O=S1(=O)N[C@@H](Cc2ccccc2)COc2cc(N3CCN(Cc4ccccc4F)CC3)ccc21
    i | 0.7
- COC1=CC(=O)OC(c2cccc(Cl)c2)C1 (centres undefined)
    i | 1.7
- COc1cccc(CNc2nc3ccccc3n2C(C)C)c1O
    i | 0.6
- O=C(NCc1ccccc1)C1c2ccccc2OCC(=O)N1Cc1ccccc1 (centres undefined)
    i | 0.7
- CC[C@]12c3[nH]c4ccc(Cl)cc4c3CCN1C(=O)[C@@H](CC(=O)NCCc1ccccn1)C[C@@H]2C(=O)N1CCN(C(=O)C2CC2)CC1
    i | 0.4
- CSC1(SC2=NCCN2)SC2(NCCN2)S1
    i | 1.9
- CC(=O)Nc1cc(-c2cccnc2)cn2c(-c3cccc(C(F)(F)F)c3)cnc12
    i | 1.4
- CC(C)NC(=O)C1C(c2ccccc2)=Nc2ccccc2N1C(=O)c1ccc(C(F)(F)F)cc1 (centres undefined)
    i | 3.8
- CC12C=CC(=O)C=C1CCC1C2C(O)CC2(C)C1CCC2(O)C(=O)CO (centres undefined)
    i | 9.8

The list continues.
Structure | Myeloid diff MLP | Myeloid diff MLP GFP+ MAC1+ %
Cc1cccc(NC(=O)CN2CCN(C(=O)c3ccc(-c4nc5ccccc5s4)o3)CC2)c1C | i | 0.7
COc1ccc(-n2sc3ccccc3c2=O)cc1 | i | 0.4
CCn1cc(/C=C(\NC(=O)c2ccccc2OC)C(=O)N2CCOCC2)c2ccccc21 | i | 0.7
CCCCC(=O)N(C)c1c(CC)nc2c(OCC(=O)c3ccc(F)cc3)cccn12 | i | 0.7
CC(C)(C)OC(=O)N1CCC(NC(=O)c2[nH]cnc2C(=O)Nc2ccc(Br)cc2F)CC1 | i | 2.4
CCCCN1C(=O)C(CC(=O)NCC2CCCCC2)CC(C(=O)N2CCOCC2)=C1C (centres undefined) | i | 0.6
CCCCCC(=O)Nc1cc(S(=O)(=O)O)cc2cc(S(=O)(=O)O)cc(O)c12 | i | 0.7
COc1ccc(CCNC(=O)COC(=O)C2=NNC(=O)CC2)cc1 | i | 1.0
COc1ccc(Cc2c(-c3ccccc3)nc3cc(C)c(Br)c(C)n23)c(C)c1 | i | 0.9
CC1(c2nnnn2Cc2ccccc2)CCC(=O)N1Cc1cccnc1 (centres undefined) | i | 0.8
CCOC(=O)c1cc(-c2ccc(N3C(c4ccsc4)=Cc4ccccc4C3CC(C)=O)cc2)cc([N+](=O)[O-])c1 (centres undefined) | i | 0.9
CCc1nc2ccc(C(=O)NCCc3ccccn3)cn2c1N(CC)CCOC | i | 0.6
O=C1C=C(c2n[nH]nc2-c2ccccc2)C[C@@H](c2ccc(F)cc2)C1 | i | 0.5
C[C@@H]1CN([C@@H](C)CO)C(=O)CCCn2nncc2CO[C@H]1CN(C)C(=O)Nc1cccc2ccccc12 | i | 1.7
Cc1ccc(Cc2c(-c3ccco3)nc3ccc(Br)cn23)cc1 | i | 2.1

4 structures already listed, ordered by SMILES length, largest number first:
Structure | Myeloid diff MLP | Myeloid diff MLP GFP+ MAC1+ %
Cc1cccc(NC(=O)CN2CCN(C(=O)c3ccc(-c4nc5ccccc5s4)o3)CC2)c1C | i | 0.7
CCc1nc2ccc(C(=O)NCCc3ccccn3)cn2c1N(CC)CCOC | i | 0.6
COc1ccc(CCNC(=O)COC(=O)C2=NNC(=O)CC2)cc1 | i | 1.0
COc1ccc(-n2sc3ccccc3c2=O)cc1 | i | 0.4

(continued)
Structure | Myeloid diff MLP | Myeloid diff MLP GFP+ MAC1+ %
O=C1NC(=O)N2CCSC2(Cc2ccccc2)N1 (centres undefined) | i | 2.0
CC(=O)Nc1ccc(CNc2nc3cc(-c4ccccc4C)sc3c(=O)n2C)cc1 | i | 1.1
O=S1(=O)CCOC(CO)CN1Cc1ccc(Cl)c(Cl)c1 (centres undefined) | i | 1.3
COCCN(CC(=O)Nc1cccc(C)c1C)C(=O)C1CCN(S(=O)(=O)c2ccccc2)CC1 | i | 1.1
CC(=O)NCCNc1nc2cc(-c3cscc3C)sc2c(=O)n1C | i | 1.1
CC(C)C[C@H]1CNC(=S)N1C[C@H]1CCCN1C[C@H](Cc1ccccc1)N1C[C@H](Cc2ccc(O)cc2)N(CC2CCCCCC2)C1=S | + | 4.6*
COc1ccc(C)cc1N1CC(C(=O)Nc2cccc(C(=O)NC3CC3)c2)CC1=O (centres undefined) | i | 2.6
COc1ccccc1-c1cnc(C(O)c2ccc(Cl)cc2)[nH]1 (centres undefined) | i | 1.7
COc1ccc(S(=O)(=O)NCc2nc3nc(C)cc(C)n3n2)cc1 | i | 1.4
Cc1ccc(C(=O)NC(Cc2ccc(C(C)(C)C)cc2)C(=O)O)cc1 (centres undefined) | i | 1.4
COc1cc(-c2nnc(-c3cc(-c4ccccc4)nc4ccccc34)o2)cc(OC)c1OC | i | 0.0
Cc1ccsc1CN(C)c1ncnc2ccc(-c3ccoc3)cc12 | i | 1.1
COc1ccc(C(=O)N2C=Cc3ccccc3C2C(N)=O)cc1 (centres undefined) | i | 0.6
C#CCNC(=O)C[C@@H]1C[C@@]2(C(=O)OC)CC(C)(C)CC=C2N(Cc2cccc3ccccc23)C1=O | i | 2.8
CCCCCCCCN1C(=O)[C@H](CC(=O)N2CCN(C(=O)OCC)CC2)C[C@@]2(C(=O)OC)CC(C)(C)CC=C12 | i | 2.2

In a second layout: 3 of the compounds above.
CC(=O)NCCNc1nc2cc(-c3cscc3C)sc2c(=O)n1C
  Myeloid diff MLP = i; Myeloid diff MLP GFP+ MAC1+ % = 1.1
CC(=O)Nc1ccc(CNc2nc3cc(-c4ccccc4C)sc3c(=O)n2C)cc1
  Myeloid diff MLP = i; Myeloid diff MLP GFP+ MAC1+ % = 1.1
COc1ccc(C(=O)N2C=Cc3ccccc3C2C(N)=O)cc1 (centres undefined)
  Myeloid diff MLP = i; Myeloid diff MLP GFP+ MAC1+ % = 0.6

(next part)
Structure | Myeloid diff MLP | Myeloid diff MLP GFP+ MAC1+ %
CN(C)C(=O)c1cccc(-c2cnc3c(NC=O)cc(-c4cccc(C(F)(F)F)c4)cn23)c1 | i | 0.3
NC(=O)c1ncn([C@@H]2O[C@H](CNC(=O)[C@@H](N)Cc3cccnc3)[C@@H](O)[C@H]2O)n1 | i | 0.8
Cc1ccc(S(=O)(=O)N(C)c2ccc(OC(=O)CN3C(=O)NC(C)(c4ccccc4)C3=O)cc2)cc1C (centres undefined) | i | 0.3
CC1(C(=O)NCc2cccc3ccccc23)CCN1CCc1ccccc1 (centres undefined) | i | 0.6
O=C1NC(Cc2ccc(O)cc2)c2nc3ccc(Cl)cc3c(=O)n2-c2cc3ccccc3cc21 (centres undefined) | i | 0.2
Cn1c(/N=C(\N)c2ccccc2)nc2ccccc21 | i | 0.8
COc1ccc(C(CNC(=O)CN2C(=O)NC(C)(c3ccc4ccccc4c3)C2=O)N2CCCC2)cc1 (centres undefined) | i | 1.5
Cc1ccc2nc(-c3ccco3)c(Cc3cccc(F)c3)n2c1 | i | 1.1
COC(=O)[C@H](CC(C)C)NS(=O)(=O)c1ccc(F)cc1Br | i | 0.7
COc1ccccc1Cc1c(-c2ccco2)nc2ccc(C)cn12 | i | 1.4
O=C1C(=Cc2cn(-c3ccccc3)nc2-c2ccc(OCc3ccc(Cl)cc3)cc2)SC(=S)N1CCS(=O)(=O)O | i | 0.5
CCOC(=O)c1cnn2c(SC)ncnc12 | i | 1.5

The list is partial, so the mix of outcomes need not match the whole.
